GRP78 ERSR act = inducers of ER stress response in human glioma cells; Potency, µM, for the others: top-dose activation, actives largely listed as activators; U87-MG GRP78 promoter luciferase reporter, 16 h; 420,000 compounds, 0.02% hits; also: potency is read from the fitted curve at half-maximal effect; series mostly up to about 76 µM; % of control where 0% means no effect; nearly all actives have a fitted effect of over 35% in size
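Stably transfected U87-MG glioma cells carrying a GRP78-based luciferase sensor; 16 h compound incubation. Luminescence end-point read 10 min after Bright-Glo addition at room temperature.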
Vif-A3G inh = inhibitors of Vif-APOBEC3G interaction. Q9HC16. HeLa A3G-eYFP + Vif (tagged APOBEC3G with the HIV-1 protein that degrades it), YFP fluorescence, overnight. Potency, µM (doses to about 46.1 µM), inactives show at the top dose activity, negative = active, actives largely listed as inhibitors. 410,000 compounds, 0.076% hits;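 also: potency is read from the fitted curve at half-maximal effect; % is scaled to controls: 0 for no effect and ±100 for the full control effect; nearly all actives have a fitted effect of over 60% in size; hits raise eYFP signal because A3G escapes Vif-driven loss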
Target sequence (Q9HC16 whole entry, looked up): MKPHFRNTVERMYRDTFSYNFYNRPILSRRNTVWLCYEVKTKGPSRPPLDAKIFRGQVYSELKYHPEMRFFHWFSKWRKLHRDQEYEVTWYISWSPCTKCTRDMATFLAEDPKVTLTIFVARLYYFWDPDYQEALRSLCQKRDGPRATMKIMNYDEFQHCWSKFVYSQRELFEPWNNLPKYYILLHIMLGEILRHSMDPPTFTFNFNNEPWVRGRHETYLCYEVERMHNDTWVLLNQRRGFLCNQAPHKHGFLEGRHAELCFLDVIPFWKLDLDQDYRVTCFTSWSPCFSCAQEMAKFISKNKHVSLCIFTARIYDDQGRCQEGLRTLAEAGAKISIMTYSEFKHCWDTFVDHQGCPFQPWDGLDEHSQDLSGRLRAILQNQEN
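Read-out is eYFP fluorescence (Ex 488/Em 500-530) from Vif-expressing HeLa A3G-eYFP cells; more signal means A3G escaped Vif-mediated degradation. Cells plated overnight, compound pinned in, incubated overnight at 37 deg C.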
LDHA inh = blocks human lactate dehydrogenase A. P00338. purified LDHA, NADH/diaphorase-resazurin fluorescence; active compounds read low. activity change, % (values are at about 110 or 230 µM). 480,000 compounds, 0.15% hits; in the data active = activity change below about -30%; inconclusive = mostly about -25% to -30%;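 also: plate controls were DMSO wells for no effect and wells without enzyme for full effect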
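Enzyme activity of human lactate dehydrogenase 5 (2 nM; 0.06 mM NADH, 0.2 mM pyruvate, 5 min, RT) is measured via a resazurin/diaphorase fluorescence readout of residual NADH.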
An asterisk follows results filed as active; ? = inconclusive; & = joins results of further samples. Unless noted, calls follow the shape of the dose curve; as a rule, active = well fitted curve in the direction sought with a large enough effect; inconclusive = small, poorly fitted or top-dose-only effect, or another doubt; inactive = no such curve, though single readings can be large; an effect the other way counts as inactive or inconclusive.

GRP78 ERSR act	LDHA inh	Vif-A3G inh	Compound
-10.0%	0.2	?	CN(C)c1ccc(/C=C/c2nc3ccccc3s2)c(Cl)c1
-4.4%	-6.9	-2.8%	CN(C(=O)COc1ccccc1C(=O)Nc1ccccc1)c1ccccc1
-0.2%	4.6	-7.6%	Cc1ccc(S(=O)(=O)NNC(=O)c2ccc(C(=O)N(c3ccccc3)c3ccccc3)cc2)cc1
-0.7%	-1.4	-3.1%	O=c1[nH]c(=S)c2n[nH]nc2[nH]1
-3.6%	6.3	3.3%	O=C(CBr)c1ccc(Oc2ccc(C(=O)C[n+]3cccc(Br)c3)cc2)cc1
2.9%	-5.1	-4.7%	Cc1ccc(-c2nc3cc(Cl)ccc3o2)cc1NC(=O)COc1ccccc1C
?	-5.8	?	CC1(C)CC2(C)OC2C2(C1)N=NC(=Nc1ccccc1)O2 (stereo unspecified)
-7.3%	-7.8	0.9%	Cn1c(NCCN2CCCC2)nc2cc(-c3cccc(C(F)(F)F)c3)sc2c1=O
-3.3%	-1.4	3.5%	O=C(Nc1cccnc1Cl)c1cnn2c1NC(=C1CC1)C=C2C(F)F
-11.7%	10.1	-5.3%	CCOC(=O)CCCC(=O)N1CCN(/[N+]([O-])=N/Oc2ccc([N+](=O)[O-])cc2[N+](=O)[O-])CC1
-2.7%	-2.2	-3.1%	CC1(C)CC(=O)c2cc(C(=O)NCc3ccccc3)c(=O)[nH]c2C1
-4.1%	-4.9	3.3%	O=C(COC(=O)c1ccccc1OCCOc1ccccc1)Nc1ccc(Br)cc1
-1.1%	3.6	-1.9%	O=[N+]([O-])c1ccc(/C=C2\C=Cc3ccccc32)cc1
1.5%	2.7	-6.1%	C(=C\c1ccnc2ccccc12)/c1cc2c3c(c1)CCCN3CCC2
1.0%	3.6	-0.8%	O=[N+]([O-])c1ccccc1/C=C1\C=Cc2ccccc21
-5.5%	-7.4	-7.9%	COc1ccccc1CNc1nc(Nc2ccccc2OC)c2sccc2n1
0.0%	7.9	2.4%	O=[N+]([O-])c1ccc(/C=C/c2ccnc3ccccc23)c([N+](=O)[O-])c1
-3.4%	4.0	-2.1%	Cc1cnc2c(C)ccc(C)c2c1/C=C/c1ccc(N(C)C)cc1
-1.4%	-10.1	0.0%	CC1(C)N=C(N)NC(=NCCCOc2ccc([N+](=O)[O-])cc2)N1
-4.0%	-2.1	0.2%	Cc1ccccc1NC(=O)c1ccccc1OCC(=O)Nc1ccc(Br)cc1
-8.0%	-1.5	-1.4%	COc1ccc2[nH]c(C)c(C(=O)CNc3nccs3)c2c1
-2.4%	-5.3	-2.2%	COc1ccc(CCN2C(=O)CCC3=C2CCCC3=O)cc1OC
-0.5%	-1.1	10µM*	Cn1cc(/C=C/c2ccnc3ccccc23)c2ccccc21
-1.0%	5.1	-3.9%	CCOC(=O)Nc1ccc(/C=C/c2ccnc3ccccc23)cc1
-2.4%	-14.4	2.7%	O=C(CCN1C(=O)CC1c1ccco1)N1CCOCC1 (stereo unspecified)
-1.9%	-3.9	2.6%	CN(C)C(=O)COC(=O)c1ccccc1OCC(=O)Nc1ccc(Br)cc1
3.5%	-0.3	-5.8%	Cn1c(SCC(=O)NCc2ccco2)nnc1-c1ccc(NC(=O)c2ccccc2)cc1
-2.0%	6.5	0.3%	O=c1[nH]/c(=C\c2ccc([N+](=O)[O-])cc2)c(=O)[nH]/c1=C\c1ccc([N+](=O)[O-])cc1
-2.2%	0.7	2.4%	O=C(COc1ccccc1C(=O)Nc1ccccc1)Nc1ccccc1Br
-3.3%	0.6	2.7%	O=C(NCc1ccccc1)c1cccc2c(-c3ccc(F)c(F)c3)coc12
-7.3%	-2.2	-21.2%	Cc1cccc2c(/C=C/c3ccc(N(C)C)cc3)ccnc12
-1.8%	4.2	-5.2%	C[N+]1(CC(=O)c2c3ccccc3cc3ccccc23)CCOCC1
-2.2%	3.7	11.2µM*	CN(C)c1ccc(/C=C/c2ccnc3ccccc23)cc1O
-2.1%	-3.1	-1.0%	C=C1C=C(C(F)F)n2ncc(C(=O)N3CCN(c4ccccn4)CC3)c2N1
-0.4%	17.8	1.2%	C=C1C=C(C(F)F)n2ncc(C(=O)NCCc3ccccc3OC)c2N1
-0.2%	2.7	2.8%	CN(C)c1ccc(CC2CCc3ccccc32)cc1 (stereo unspecified)
1.8%	4.9	1.7%	CC(C)CCOc1ccc(CC(=O)NO)cc1
9.2%	0.1	-1.9%	CN(C)c1ccc(Cn2ccc3ccccc32)cc1
-0.7%	1.1	5.0%	O=C(O)c1ccc(NC(=O)c2cc3c([nH]c2=O)CCCC3=O)cc1
-1.7%	-2.6	0.6%	CCc1ccc(NC(=O)COC(=O)c2ccccc2OCC(=O)N(C)C)cc1
-2.5%	0.5	-0.3%	CCOC(=O)c1cc(C#N)c(SC(C(=O)N2CCCCC2)c2ccccc2)nc1C (stereo unspecified)
-4.4%	15.7	1.6%	COc1ccc(C(=O)NC(c2ccc(OC)c(OC)c2)c2cc(Cl)c3cccnc3c2O)cc1 (stereo unspecified)
-3.0%	-4.9	1.0%	CC(C)(C)c1ccc(NC(=O)COC(=O)c2ccccc2OCC(=O)Nc2ccc(Br)cc2)cc1
0.0%	-1.9	1.1%	O=C(NCCNC(=O)c1cccnc1)c1cccnc1
-5.4%	5.4	4.6%	Nc1nc(N)c2c(OCc3ccc(C(F)(F)F)cc3)cccc2n1
-8.2%	-3.2	?	CCC[n+]1c(/C=C/c2c(OC)cc(OC)cc2OC)ccc2ccccc21
-1.2%	10.8	-0.8%	CC(C)=NNc1cnnc2ccc([N+](=O)[O-])cc12
-3.1%	-14.2	3.0%	CCC(=O)Nc1ccc(-c2nnc(SCc3ccccc3)n2C)cc1
-4.0%	-4.2	-0.8%	CN(C)c1ccc(/C=C2/CCc3ccccc32)cc1
-2.6%	6.1	6.7%	S=c1ncc2n[nH]nc2[nH]1
-6.8%	-15.1	?	C[n+]1ccc(/C=C/c2ccc(C=S)cc2)c2ccccc21
-3.3%	0.9	5.0%	CNc1c(Br)cc(C(O)C2=CCc3ccccc32)cc1Br (stereo unspecified)
0.9%	3.4	?	O=C1CCc2cc(-c3csc(-c4ccc(O)cc4)n3)ccc2N1
0.6%	-7.2	1.6%	C[n+]1c(/C=C/c2ccc(N)cc2)sc2ccccc21
5.0%	-2.5	-2.1%	O=c1cc(-c2ccccc2)oc2c1CCCC2
-10.7%	-5.8	-1.3%	Cc1cc(=O)oc2c(N)nccc12

Further entries follow:
GRP78 ERSR act	LDHA inh	Vif-A3G inh	Compound
-2.1%	1.4	1.3%	C=C1C=C(C(F)F)n2ncc(C(=O)NCc3ccc(Cl)cc3Cl)c2N1
-0.7%	-3.8	1.5%	O=C(O)c1[nH]n(-c2ccc(S(=O)(=O)O)cc2)c(=O)c1N=Nc1ccc(S(=O)(=O)O)cc1
-3.0%	-8.6	-0.6%	CCC12CC1(C(=O)OC)C(=O)N1CCc3c([nH]c4ccccc34)C12 (stereo unspecified)
-1.8%	-1.0	?	COc1cc(OC)c(/C=C/c2ccnc3ccccc23)c(OC)c1
-3.4%	-1.6	1.4%	C=C1C=C(C(F)F)n2ncc(C(=O)N3CCCCC3)c2N1
-1.8%	-14.2	-2.3%	C1=Nc2ccccc2/C1=C/c1ccccc1
0.0%	-4.4	-116.5%	CN(C)c1ccc(/C=C/c2nc3ccccc3o2)cc1
-10.7%	2.8	-27.6%	c1ccc(-c2csc3ncnc(Sc4nnnn4-c4ccccc4)c23)cc1
-3.0%	-4.9	1.1%	O=C(c1ccccc1)c1nn(-c2ccccc2)c(=O)cc1-c1ccccc1
-3.6%	-1.9	-0.2%	COc1cc2ncnc(N3CCN(C(=O)Nc4ccc(Oc5ccccc5)cc4)CC3)c2cc1OC
-1.5%	3.5	-2.7%	COC(=O)c1ccccc1NC(=O)COc1ccccc1C(=O)Nc1ccccc1
0.9%	?	-0.5%	OC(Cc1ccc2ccccc2n1)c1ccc(Cl)c(Cl)c1 (stereo unspecified)
-3.4%	-2.0	4.8%	COc1ccc(OC)c(/C=C/c2c3ccccc3cc[n+]2C)c1
-3.6%	-0.1	3.8%	COc1ccccc1CN(C)CC(=O)c1c(C)[nH]c2ccccc12
1.1%	-8.8	-1.3%	O=C(C[n+]1ccccc1Br)c1ccc(I)cc1
-6.0%	-8.3	0.1%	Cn1c(SCC(=O)NCc2ccco2)nnc1-c1cccc(NC(=O)c2ccccc2)c1
-1.0%	0.1	-4.8%	CN1CCN(C(=O)c2cccc3c(-c4ccc(F)c(F)c4)coc23)CC1
-4.1%	0.7	-5.4%	C(=Nc1ccc(/C=C/c2ccnc3ccccc23)cc1)c1ccco1
-2.3%	6.6	-1.8%	Cc1ccc(C)c2c(/C=C/c3ccc(N(C)C)cc3)ccnc12
0.9%	4.7	-0.3%	Cc1ccc(Nc2nc(N)nc(N)c2N=O)cc1C
-1.3%	18.2	-2.1%	CN(C)c1ccc(N=Cc2ccncc2)cc1
-0.9%	11.1	3.2%	CNc1cc[n+](C)c2ccccc12
-10.2%	-8.3	-4.6%	CC[N+](C)(C)c1ccc(/C=C/c2ccc3ccccc3n2)cc1
0.9%	-0.3	4.8%	CCCCCCCCCCCCOC(=O)N1CCN(/[N+]([O-])=N/Oc2ccc([N+](=O)[O-])cc2[N+](C)=O)CC1
-1.5%	0.3	-3.1%	O=C(C[n+]1ccncc1)c1ccc2ccccc2c1
-1.0%	-1.1	0.1%	Cc1c(CCO)sc[n+]1CC(=O)c1ccc2ccccc2c1
-2.5%	0.5	2.3%	COc1cc(/C=c2\[nH]c(=O)/c(=C/c3cc(OC)c(OC)c(OC)c3)[nH]c2=O)cc(OC)c1OC
-2.7%	-7.0	-6.4%	O=C(Nc1cccc(C(F)(F)F)c1)c1cccc2c(-c3cccnc3)coc12
-1.9%	2.3	0.7%	Cc1cc(Cl)nc2nc(Cl)ccc12
0.7%	6.0	5.3%	CN(C)c1ccc(/C=C/C=C2/C=Cc3ccccc32)cc1
-2.7%	-0.7	3.0%	CC(=O)c1ccc(NC(=O)c2cnn3c2NC(=C2CC2)C=C3C(F)F)cc1
0.5%	4.0	-27.4%	Cn1cc(-c2coc3c(C(=O)NCc4ccco4)cccc23)cn1

Full records as entered above. Order of values: GRP78 ERSR act | LDHA inh | Vif-A3G inh
O=C(C[n+]1ccccc1Br)c1ccc(I)cc1 is listed with 1.1% | -8.8 | -1.3%
COc1cc(OC)c(/C=C/c2ccnc3ccccc23)c(OC)c1 is listed with -1.8% | -1.0 | ?
Cn1cc(/C=C/c2ccnc3ccccc23)c2ccccc21 is listed with -0.5% | -1.1 | 10µM*
OC(Cc1ccc2ccccc2n1)c1ccc(Cl)c(Cl)c1 (stereo unspecified) is listed with 0.9% | ? | -0.5%
CC(C)(C)c1ccc(NC(=O)COC(=O)c2ccccc2OCC(=O)Nc2ccc(Br)cc2)cc1 is listed with -3.0% | -4.9 | 1.0%

New compounds follow.
GRP78 ERSR act	LDHA inh	Vif-A3G inh	Compound
-2.6%	0.0	4.9%	NS(=O)(=O)c1ccc(NC(=O)c2cnn3c2NC(=C2CC2)C=C3C(F)F)cc1
-3.6%&-4.4%	0.4	-35.6%	CCC1=C[C@@H]2CN(C1)Cc1c([nH]c3ccccc13)[C@@](C(=O)OC)(c1cc3c(cc1OC)N(C)[C@H]1[C@@](O)(C(=O)OC)[C@H](OC(C)=O)[C@]4(CC)C=CCN5CC[C@]31[C@@H]54)C2
-3.4%	5.2	-2.9%	Cc1cc(/C=C/c2c(C)cnc3ccccc23)ccc1N(C)C
-2.2%	9.4	-4.8%	CN(C)c1ccc(-c2c3ccccc3nc3ccccc23)cc1
-1.7%	-3.3	2.5%	COC(=O)c1ccc(NC(=O)c2nc(SCc3ccccc3F)ncc2Cl)cc1
-3.2%	3.4	0.3%	O=C1CN(CCN2CC(=O)NC(=O)C2)CC(=O)N1
-5.5%	4.1	-2.4%	CCCCN(C)c1c(C)nc2ccc(C(=O)NCCOc3ccc(OC)cc3)cn12
-3.8%	-3.9	-2.3%	CCCS(=O)(=O)NC(=O)C1(C)CCCN(C(=O)c2cncc(Br)c2)C1 (stereo unspecified)
-0.5%	-7.5	2.5%	O=C(COc1ccccc1C(=O)OCC(=O)Nc1cccc2ccccc12)Nc1ccc(Br)cc1
-3.6%	3.7	6.2%	O=C(C[n+]1ccccc1Br)c1ccc(F)cc1
0.7%	0.7	-13.5%	C1=Cc2ccccc2/C1=C/c1ccc2c(c1)OCO2
2.4%	5.0	-25.7%	CN(C)c1ccc(N=Cc2ccnc3ccccc23)cc1
1.9%	0.0	-16.0%	COc1cc(OC)c(OC)cc1/C=C/c1ccc2ccccc2n1

High-throughput results deposited in PubChem by National Center for Advancing Translational Sciences (NCATS).

The list is partial; the hit share may differ from the screen's.
